# From PubChem BioAssay
# Myeloid diff MLP: compounds promoting myeloid differentiation. 1% of 360,000 active. ER-HoxA9 myeloid progenitors, lysozyme-GFP differentiation, flow cytometry. calls only at 10 µM;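 active = normalized GFP-positive differentiation at or above the plate's own cutoff, the solvent-only control mean plus 3 SD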;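 also: cells exposed to compound for four days before flow analysis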
# b-catenin transl: modulators of beta-catenin nuclear translocation; nuclear translocation activity, % at 5 µM; 0.3% of 190,000 active; AID 1665; HeLa beta-catenin nuclear translocation, immunofluorescence imaging;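 active = nuclear translocation activity above 50% at 5 µM, with a well cell count of 50 or more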;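 also: per-cell ratio of nuclear to cytoplasmic median beta-catenin stain intensity; plate controls were DMSO negative control for no effect and GSK-3 inhibitor IX positive control for full effect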
#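 Assay system: human HeLa cells, native beta-catenin; doses: 5 µM primary, 0.02–20 µM confirmation; incubation: compound treatment 24 h, 37°C, 5% CO2; technique: fluorescence imaging of beta-catenin antibody stain plus DAPI; measure: % activation, nuclear-to-cytoplasmic median beta-catenin signal ratio per cell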
# Dynein transport: dynein cargo transport inhibition; 3617.4 mouse cells, GR-EGFP nuclear translocation imaging; test concentration mostly 20 µM; stimulated with dexamethasone, 1 µM; stronger effect = lower value; z-score, hits read low; 0.47% of 220,000 active;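 active = plate z-score of nuclear minus cytoplasmic receptor signal below a set negative limit, without overly bright fluorescence or cell loss, cut at about -3.5 in these data, passing the limit was not always enough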;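 also: z-score of nuclear minus cytoplasmic ring GR-EGFP intensity difference per well; some compounds called inactive have numbers as strong as hits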
#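 medium = tetracycline-free induction medium containing charcoal-stripped FBS | also added = 1.0 µM final dexamethasone stimulus | schedule = 48 h induction, 1 h compound, 30 min dex at 37 °C | technique = fixed, Hoechst-stained cells imaged at 10x for EGFP | measure = GR-EGFP nuclear translocation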
# MT stabilizer: stabilizes microtubules in HeLa cells. HeLa tubulin immunostaining HCS, 24 h; share of cells brighter than vehicle mean+2SD. % tubulin-high responders, % at 10 µM. 0.83% of 200,000 active;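 active = plate Z-score above 3 for both tubulin-high and condensed-nucleus cell shares, with cell loss under 80%, at 10 µM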;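 also: anti alpha tubulin signal scored within the nucleus-defined area of each cell; some results filed as inactive read as strong as hits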
# T cell HTS: T cell immune modulation candidate; AID 2052; 2C CD8+ T cell-vesicle binding, flow cytometry; stronger effect = lower value; 0.068% of 330,000 active; calls only at 7 µM;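 active = response, share of CD8 T cells binding vesicles, and their 90th percentile fluorescence all below set limits, cut at about 80% in these data, passing the limit was not always enough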
#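 Read-out – percent CD8+ FL2 mean versus row control · System – murine 2C transgenic CD8+ T lymphocytes · Times – 1.5 h cell–vesicle binding at 37 °C, then 20 min icy labelling · Control set – naked vesicles low, QL9 vesicles with vehicle high · Detection – cytometric PE anti-B7-1 and Alexa647 anti-CD8 signals after 1% paraformaldehyde fixation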
# Lipid droplet: hepatic lipid droplet formation modulation; AML12 mouse hepatocytes, oleate lipid droplets, BODIPY imaging; inhibition, % at 6.5 µM; 0.4% of 240,000 active;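 active = lipid droplet intensity inhibited by at least 50%, with more than 500 cells counted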
#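 Assay system: AML12 mouse liver cells | Compound dosing: One dose, 6.5 µM compound | Read-out basis: Droplet intensity reduction, % inhibition | Measured by: Fluorescence imaging, 20x objective, two fields per well | Schedule: Overnight treatment with compound plus oleate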
# TNAP activators: stimulation of alkaline phosphatase TNAP activity – biochemical, luminescent, no phosphate acceptor, uHTS, primary screen (AID 1001); purified TNAP, luminescent activation assay, no phosphate acceptor; higher activation fold means a stronger effect; one-dose activation fold at 20 µM; EC50 in µM for titrated hits; 0.03% of 200,000 active; in the data active = activation fold from about 3, or a potency from the dose series; inactive = the rest, 99 in 100 with activation fold below about 1.6; also: many of its hits are not listed in these tables
# human PMI inhibition: MPI enzyme activity inhibition – biochemical, fluorescence intensity, coupled assay, primary screen (AID 1209). purified PMI enzyme, coupled fluorescence intensity; higher % means a stronger effect. inhibition, % at 20 µM, or IC50 in µM where a hit was titrated. 0.42% of 190,000 active; in the data active = inhibition above about 50%;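 also: plate controls were DMSO vehicle for no effect and wells lacking substrate for full effect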
# Ins promoter up: MIN6 insulin promoter up-regulation | MIN6 insulin promoter-GFP reporter, high-content imaging; stronger effect = higher value | z-score at 5 µM | AID 1625 | 0.3% of 190,000 active;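 active = z-score above 3 at 5 µM with at least 500 cells counted in the well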
# Dynein transport cytoplasmic EGFP: second read-out of Dynein transport, no call of its own (marks repeat the call); z-score; measured here: cytoplasmic GR-EGFP intensity; stronger effect = higher value
# Dynein transport nuclear GR-EGFP: second read-out of Dynein transport, no call of its own (marks repeat the call); z-score; measured here: nuclear GR-EGFP intensity;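 lower value marks the stronger effect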
# Dynein transport cell count: also measured in Dynein transport; calls as there; z-score; measured here: cell count per field
# Ins promoter up cell count: second read-out of Ins promoter up, no call of its own (marks repeat the call); cell count; measured here: cytotoxicity, nuclei count;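 total cells summed across four imaged fields per well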
# Lipid droplet cells 6.5 µM: recorded beside Lipid droplet, whose call it bears; cell count; measured here: cell count, cytotoxicity flag;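 cells counted across two imaged fields per well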
# b-catenin transl cell count 5 µM: recorded beside b-catenin transl, whose call it bears; cell count; measured here: cell count, cytotoxicity flag
# T cell HTS vesicle-bound %: also measured in T cell HTS; calls as there; double positive events, %; measured here: CD8+ vesicle-bound cell fraction;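 binding gate set so that unloaded-vesicle control wells show 10% double positive cells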
# MT stabilizer Hoechst-high %: recorded beside MT stabilizer, whose call it bears; % Hoechst-high responders; measured here: nuclear condensation Hoechst responders;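 share of cells brighter than vehicle mean plus two SD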
# MT stabilizer cytotoxicity %: further read-out of MT stabilizer, marked with its call; toxicity, %; measured here: cytotoxicity by cell density;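 0% = mean cell density of plate MIN control wells and 100% = no cells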
# Myeloid diff MLP GFP+ MAC1+ %: recorded beside Myeloid diff MLP, whose call it bears; GFP+ MAC1+ double positive, %; measured here: differentiation confirmed by MAC1 staining
# The depositor's hits bear a star; i = inactive; · = not tested or not shown. Hits appear at their usual frequency. About 3% of those tested had a hit in this group.
SMILES	Lipid droplet cells 6.5 µM	T cell HTS vesicle-bound %	Dynein transport cytoplasmic EGFP	b-catenin transl cell count 5 µM	Myeloid diff MLP GFP+ MAC1+ %	TNAP activators	Ins promoter up cell count	Dynein transport nuclear GR-EGFP	Dynein transport cell count	Lipid droplet	b-catenin transl	MT stabilizer Hoechst-high %	human PMI inhibition	Myeloid diff MLP	Ins promoter up	MT stabilizer cytotoxicity %	Dynein transport	T cell HTS	MT stabilizer
CC(=O)Oc1ccc(N2C(=O)C3C4C=CC(CO)(O4)C3C2=O)cc1 (stereo not drawn)	779	46	-0.079	·	0.9	1	915	0.21	-0.61	4	·	0.8	-62%	i	0.35	4.4	0.033	i	1.4
CCCCN=C1CC(C)(C)CC(=O)/C1=C(/O)CCC	690	15	-0.27	1385	0.1	·	1036	-0.089	0.71	-25	-1.5	·	·	i	0	·	-0.08	i	·
O=C(CCc1ccc(S(=O)(=O)N2CCOCC2)cc1)N1CCc2ccccc2C1	654	35	-0.19	1012	0.6	1.1	1304	0.86	-1.1	10	0.5	3.4	-3%	i	0.18	11	0.86	i	3.9
CC(=O)Nc1ccc(-c2nnc(SCC(=O)c3ccc4c(c3)Cc3ccccc3-4)n2C)cc1	·	9	-0.21	·	6.1	1	·	0.44	0.11	·	·	1.5	-7%	i	·	5.6	0.32	i	2.5
CCNC(=O)NC(=O)COC(=O)CNC(=O)COc1ccccc1	712	50	-0.22	1006	0.5	1	1348	0.031	0.53	0	-1.1	1.4	4%	i	0.83	0.7	-0.59	i	4.0
N=C1C(c2ccccc2)=C(O)CN1c1cccc(S(=O)(=O)NCc2ccco2)c1	747	24	-0.046	1371	0.2	·	1084	0.55	-0.72	-4	0.4	·	·	i	-0.09	·	1.3	i	·
COCCCn1c(=N)c(C(=O)NC2CCCCC2)cc2c(=O)n3ccccc3nc21	742	31	-0.099	1258	0.6	1	1200	1.2	-1.4	0	-2.3	1.6	-6%	i	-0.05	7.7	2.2	i	4.8
COc1ccccc1NC(=O)c1cc(C(=O)O)ccc1C(=O)O	·	22	-0.2	862	0.8	1.1	1306	1.2	-1.2	·	-3.9	1.9	5%	i	0.16	7.1	2.6	i	5.8
Cc1csc(SCC(=O)Nc2ncc(Cl)c(C)c2Cl)n1	·	42	-0.098	1355	0.5	1	1481	1.1	-0.27	·	-2.8	1.7	-2%	i	0.53	7.8	0.29	i	1.5
CCCCn1c(N)c(N(CC)C(=O)CSc2nnnn2-c2cc(C)ccc2C)c(=O)[nH]c1=O	739	27	0.3	1035	0.3	1	1299	0.043	-0.62	19	-0.8	1.9	-14%	i	-0.02	7.4	0.59	i	3.4
CSc1ccccc1NC(=O)c1ccccc1C	689	28	-0.17	1449	1.1	1	1294	0.31	0.13	22	0.5	2.7	9%	i	0.44	8.5	-0.6	i	3.8
Cc1ccc2oc(=O)n(Cc3ccccc3OC(C)C)c2c1	731	19	0.085	926	0.6	1.1	1129	0.53	-0.39	-31	0.9	2.4	17%	i	1.3	9.2	1.1	i	3.2
CC(C)CNS(=O)(=O)c1ccc(OCC(=O)Nc2ccc3c(c2)OCO3)c(Cl)c1	670	20	-0.21	978	0.6	1.1	1885	-0.14	0.57	0	0.4	1.9	11%	i	-0.17	2.6	-0.12	i	3.3
O=C(c1ccc2c(c1)OCCO2)C1CCN(C(=O)c2ccc(F)c(F)c2)CC1	·	49	-0.24	1019	2.0	1.1	1233	-0.29	0.3	·	-2.5	3.0	4%	i	-1.4	5.0	-1.2	i	5.0
CCCCCn1c(=S)[nH]c2cc(C(=O)N3CCCC3)ccc2c1=O	714	56	-0.27	1118	0.1	1.1	1171	-0.15	0.26	-4	-0.9	2.3	-5%	i	0.15	4.4	-0.36	i	3.7
Cc1onc(-c2ccccc2Cl)c1C(=O)NC1CCS(=O)(=O)C1 (stereo not drawn)	·	44	-0.2	·	0.8	0.8	919	0.26	-0.21	·	·	2.0	-7%	i	0.22	6.1	0.37	i	3.3

# Overlap with the part before: two compounds, followed by the next part.
SMILES	Lipid droplet cells 6.5 µM	T cell HTS vesicle-bound %	Dynein transport cytoplasmic EGFP	b-catenin transl cell count 5 µM	Myeloid diff MLP GFP+ MAC1+ %	TNAP activators	Ins promoter up cell count	Dynein transport nuclear GR-EGFP	Dynein transport cell count	Lipid droplet	b-catenin transl	MT stabilizer Hoechst-high %	human PMI inhibition	Myeloid diff MLP	Ins promoter up	MT stabilizer cytotoxicity %	Dynein transport	T cell HTS	MT stabilizer
CCCCCn1c(=S)[nH]c2cc(C(=O)N3CCCC3)ccc2c1=O	714	56	-0.27	1118	0.1	1.1	1171	-0.15	0.26	-4	-0.9	2.3	-5%	i	0.15	4.4	-0.36	i	3.7
Cc1onc(-c2ccccc2Cl)c1C(=O)NC1CCS(=O)(=O)C1 (stereo not drawn)	·	44	-0.2	·	0.8	0.8	919	0.26	-0.21	·	·	2.0	-7%	i	0.22	6.1	0.37	i	3.3
CN(C)C(=O)c1cn(N(C)c2ncc(C(F)(F)F)cc2Cl)c(=O)c2ccccc12	·	28	-0.25	1345	1.1	1	1585	-0.11	0.69	·	-2.5	1.5	-11%	i	-0.21	7.7	-0.47	i	0.3
Cc1ccc(-n2c(SCC(=O)Nc3cccc(S(=O)(=O)NC4=NCCCCC4)c3)nc3ccccc3c2=O)cc1	610	49	-0.16	1049	0.9	1.1	1508	0.26	-0.59	-7	-1.9	1.7	8%	i	0.28	8.1	0.21	i	6.9
N#CC1=C(N)SC(N)=C(C#N)C1C1CC=CCC1 (stereo not drawn)	794	8	-0.3	1167	0.5	1.1	1242	-0.22	0.56	-1	-6.2	2.7	11%	i	-0.79	5.2	-0.48	i	5.4
O=C(CSc1ccc2nnc(-c3ccncc3)n2n1)Nc1nccs1	671	·	-0.23	1147	0.7	1	1166	0.4	0.42	4	-1.7	2.4	-30%	i	0.33	11	0.95	·	2.5
COC(CNC(=O)c1ccc2nc(-c3ccccc3)c(-c3ccccc3)nc2c1)OC	788	18	-0.21	1149	0.2	1	1137	-0.072	0.84	19	-1.7	2.5	-36%	i	0.95	7.7	0.56	i	1.7
Cc1ccc(S(=O)(=O)c2c(N)n(/N=C/c3ccco3)c3nc4ccccc4nc23)cc1	·	40	-0.27	1040	0.9	1.1	·	0.082	0.29	·	-1.9	3.5	-8%	i	·	6.8	0.45	i	5.7
COc1ccc(Oc2cc(Cl)nc(N)n2)cc1	774	57	-0.19	1599	0.1	1	1269	-0.5	-0.42	15	0.2	2.8	2%	i	0.25	4.7	0.11	i	1.6
COC(=O)C1=C(C)NC(=O)NC1c1ccc([N+](=O)[O-])o1 (stereo not drawn)	674	26	-0.27	1038	0.5	1.1	1325	-0.66	0.55	-7	-0.7	2.1	-2%	i	0.05	1.8	-0.61	i	3.0
COc1ccc(-c2nnc(SCc3ccc(C(=O)O)cc3)n2N)cc1	651	58	-0.24	1238	0.4	·	1248	0.16	0.51	-3	0.8	·	·	i	0.44	·	0.21	i	·
COc1ccc(C(=O)Nc2ccc(CN3CCOCC3)cc2)cc1	746	7	-0.16	1236	0.5	1.1	744	0.13	0.26	-3	0.7	1.8	2%	i	-1	1.7	-0.28	i	2.8
Cc1onc(-c2ccccc2)c1NC(=O)Nc1c(-c2ccccc2)noc1C	·	54	-0.36	1111	1.0	1.2	1341	0.17	0.81	·	-1.8	2.1	0%	i	0.11	3.9	0.26	i	1.7
O=C(COc1ccc(Cl)cc1Cl)NC(=O)N1CCOCC1	753	48	-0.19	·	2.9	1.1	·	-0.45	0.83	2	·	1.5	5%	i	·	4.6	-0.52	i	3.4
O=C(NCc1ccc2c(c1)OCO2)C1CCCN1C(=O)Nc1ccccc1 (stereo not drawn)	722	33	-0.2	1071	7.0	1	1399	-0.16	0.69	-13	-0.5	2.0	5%	i	-0.23	31	-0.82	i	1.3
CCOC(=O)CCCNC(=O)CCNC(=O)c1ccc(OCC(C)C)cc1	726	30	-0.23	1322	0.6	·	1115	0.56	-0.19	7	-0.2	·	·	i	-0.7	·	0.053	i	·
COc1ccc(N2C(=O)C(CC(=O)Nc3ccccc3)N(CCc3ccc(OC)c(OC)c3)C2=O)cc1 (stereo not drawn)	696	46	-0.33	1045	0.2	1	1282	-0.19	-0.97	-12	0.2	2.2	-4%	i	-0.48	6.5	0.76	i	2.6
CCOC(=O)c1sc(NC(=O)CSc2nnc(-c3ccco3)o2)c(C(=O)OCC)c1C	716	63	-0.2	·	1.2	1	1368	-0.3	-0.063	1	·	2.7	25%	i	-0.6	0.4	-0.41	i	1.8
CCOCCCNC(=O)c1ccccc1Br	717	15	0.017	·	0.6	1.1	1318	0.14	0.1	3	·	0.5	12%	i	-0.19	20	-0.31	i	3.8
O=C(O)c1ccc(CNCc2ccccc2F)cc1	699	68	-0.21	1006	0.8	1	·	-0.31	0.14	-3	1.1	3.4	-18%	i	·	9.0	-0.54	i	2.4
CC(=O)Nc1ccccc1N(CC(O)Cn1c2ccccc2c2ccccc21)S(=O)(=O)c1ccc(C)cc1 (stereo not drawn)	619	25	-0.26	473	0.1	1.3	1136	0.2	0.45	-1	2.2	5.8	20%	i	-2.4	27	0.22	i	13
